T cell modulator = T cell immune modulators affecting CD8 T cell-vesicle binding; 2C CD8+ T cell-vesicle binding, flow cytometry; hits give low values; calls only at 7 µM; 330,000 compounds, 0.068% hits;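 active = response, share of CD8 T cells binding vesicles, and their 90th percentile fluorescence all below set limits, cut at about 80% in these data, passing the limit was not always enough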
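Read-out – percent CD8+ FL2 mean versus row control · System – murine 2C transgenic CD8+ T lymphocytes · Times – 1.5 h cell–vesicle binding at 37 °C, then 20 min icy labelling · Control set – naked vesicles low, QL9 vesicles with vehicle high · Detection – cytometric PE anti-B7-1 and Alexa647 anti-CD8 signals after 1% paraformaldehyde fixation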
WT yeast gro inh = growth inhibition of WT yeast, mitochondrial fusion screen. mitochondrial fusion phenotypic screen, WT strain. inhibition, % at 10 µM. 190,000 compounds, 2.1% hits; in the data active = inhibition above about 58%; tested in S. cerevisiae
b-catenin transl = beta-catenin nuclear translocation modulation; HeLa beta-catenin nuclear translocation, immunofluorescence imaging; nuclear translocation activity, % at 5 µM; 190,000 compounds, 0.3% hits; AID 1665;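 active = nuclear translocation activity above 50% at 5 µM, with a well cell count of 50 or more; inconclusive = wells under 50 cells across six images, flagged as toxic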;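 also: per-cell ratio of nuclear to cytoplasmic median beta-catenin stain intensity; plate controls were DMSO negative control for no effect and GSK-3 inhibitor IX positive control for full effect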
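Test system: human HeLa cell line; Doses: 5 µM primary, 0.02–20 µM confirmation; Incubation: 24 h compound exposure, 37°C; Detection: beta-catenin immunofluorescence imaging with DAPI; Read-out: beta-catenin nuclear/cytoplasmic ratio, % activation.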
Autophagy mod = modulators of autophagy; MEF GFP-LC3 puncta imaging; test concentration mostly 10 µM; calls only at 10 µM (by protocol); 190,000 compounds, 0.98% hits; AID 463193;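 active = percentage of spot-positive cells more than 3 SD above its plate mean, without a fluorescence outlier flag or 80% toxicity; inconclusive = no clear call, values can overlap the other calls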;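 also: spot-positive cell cutoff set from DMSO-treated cells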
West Nile antiviral = West Nile virus antiviral activity, cell-based, CPE readout (AID 1621); 290,000 compounds, 0.02% hits; one-dose CPE inhibition, % at 10 µM; IC50 in µM for titrated hits; West Nile virus-infected cells, CPE inhibition; higher % means a stronger effect; in the data active = a potency from the dose series; inconclusive = CPE inhibition mostly from about 3.7% at the one dose, without a potency; inactive = the rest, 99 in 100 with CPE inhibition below about 2.2%; also: strong numbers were not always called active
Ins promoter up = MIN6 insulin promoter up-regulation; z-score at 5 µM; MIN6 insulin promoter-GFP reporter, high-content imaging; hits give high values; AID 1625; 190,000 compounds, 0.3% hits;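 active = z-score above 3 at 5 µM with at least 500 cells counted in the well; inconclusive = wells under 500 cells, flagged as cytotoxic or low count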
Myeloid diff 2 = myeloid differentiation induction | ER-HoxA9 myeloid progenitors, lysozyme-GFP differentiation, flow cytometry | calls only at 10 µM | 360,000 compounds, 1% hits;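 active = normalized GFP-positive differentiation at or above the plate's own cutoff, the solvent-only control mean plus 3 SD; inconclusive = no clear call, values can overlap the other calls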;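 also: cells exposed to compound for four days before flow analysis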
Lipid droplet = hepatic lipid droplet formation modulation. AML12 mouse hepatocytes, oleate lipid droplets, BODIPY imaging. inhibition, % at 6.5 µM. 240,000 compounds, 0.4% hits;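 active = lipid droplet intensity inhibited by at least 50%, with more than 500 cells counted; inconclusive = wells with under 300 cells, treated as cytotoxic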
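Material: mouse AML12 hepatocyte cell line, fixed after treatment; Timing: compound with oleate, overnight; Technique: high-content imaging of BODIPY-stained droplets and DAPI nuclei; Probe or stimulus: oleate, 100 µM final; Dosing: compound at 6.5 µM only.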
MT stabilize HCS = microtubule stabilization, imaging screen; HeLa tubulin immunostaining HCS, 24 h; share of cells brighter than vehicle mean+2SD; % tubulin-high responders, % at 10 µM; 200,000 compounds, 0.83% hits;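 active = plate Z-score above 3 for both tubulin-high and condensed-nucleus cell shares, with cell loss under 80%, at 10 µM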;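 also: anti alpha tubulin signal scored within the nucleus-defined area of each cell; some results filed as inactive read as strong as hits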
WT yeast gro inh mutant strain = further read-out of WT yeast gro inh, marked with its call; inhibition, %; mitochondrial fusion phenotypic screen, mutant strain inhibition
Ins promoter up cell count = also measured in Ins promoter up; calls as there; cell count; measured here: cytotoxicity, nuclei count;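 total cells summed across four imaged fields per well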
Lipid droplet cells 6.5 µM = recorded beside Lipid droplet, whose call it bears; cell count; measured here: cell count, cytotoxicity flag;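 cells counted across two imaged fields per well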
b-catenin transl cell count 5 µM = further read-out of b-catenin transl, marked with its call; cell count; measured here: cell count, cytotoxicity flag
T cell modulator vesicle-bound % = also measured in T cell modulator; calls as there; double positive events, %; measured here: CD8+ vesicle-bound cell fraction;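 binding gate set so that unloaded-vesicle control wells show 10% double positive cells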
MT stabilize HCS Hoechst-high % = second read-out of MT stabilize HCS, no call of its own (marks repeat the call); % Hoechst-high responders; measured here: nuclear condensation Hoechst responders;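 share of cells brighter than vehicle mean plus two SD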
MT stabilize HCS cytotoxicity % = also measured in MT stabilize HCS; calls as there; toxicity, %; measured here: cytotoxicity by cell density;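 0% = mean cell density of plate MIN control wells and 100% = no cells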
Autophagy mod cell loss 18 h = further read-out of Autophagy mod, marked with its call; toxicity, %; measured here: cell loss, nuclei count;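 cell loss after 18 h compound exposure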
Myeloid diff 2 GFP+ MAC1+ % = second read-out of Myeloid diff 2, no call of its own (marks repeat the call); GFP+ MAC1+ double positive, %; measured here: differentiation confirmed by MAC1 staining
Active calls of the source: *; i = inactive; ? = inconclusive; · = no result given. A portion of the library; the hit share may differ from the screen's.

SMILES	T cell modulator	T cell modulator vesicle-bound %	WT yeast gro inh	WT yeast gro inh mutant strain	b-catenin transl	b-catenin transl cell count 5 µM	Autophagy mod	Autophagy mod cell loss 18 h	West Nile antiviral	Ins promoter up	Ins promoter up cell count	Myeloid diff 2	Myeloid diff 2 GFP+ MAC1+ %	Lipid droplet	Lipid droplet cells 6.5 µM	MT stabilize HCS	MT stabilize HCS Hoechst-high %	MT stabilize HCS cytotoxicity %
O=C(Cn1nc(-c2ccccc2)ccc1=O)N1CCC2(CC1)OCCO2	i	21	3	-1	-4.5	575	i	3	0.3%	·	·	i	0.7	4	763	3.7	1.8	7.8
c1ccc(-c2cc(-c3ccccc3)[n+](-c3ccccc3)c(-c3ccccc3)c2)cc1	i	7	·	·	1.3	1159	·	·	1.4%	-4.1	553	i	0.0	-8	711	·	·	·
CCOc1cc2c(cc1OCC)-n1cccc1C(c1ccccc1OC)NC2 (configuration not stated)	i	23	·	·	·	·	·	·	-1.9%	·	·	i	1.2	-8	789	·	·	·
O=C1NC(=O)C(CCc2ccncc2)(C2CCCCC2)C(=O)N1	i	60	-12	-3	-2.5	794	i	11	·	0.3	1077	i	0.9	·	·	5.2	3.1	4.7
O=C(c1cn(Cc2ccccc2)c2ccccc12)N1CCCCC1	i	30	-6	16	5.1	994	i	2	-1.9%	-0.28	1149	i	0.6	-7	698	11	1.4	8.7
Cc1cc(C(=O)Nc2ccccc2)nn1C(C)(C)C	i	34	·	·	1.2	1304	·	·	-0.7%	-0.68	1097	i	0.4	6	848	·	·	·
Clc1ccc(COC(Cn2ccnc2)c2ccc(Cl)cc2Cl)cc1 (configuration not stated)	i	62	83	90	-3.0	550	i	19	-0.5%	·	·	i	2.7	·	·	3.2	2.2	4.4
CN(C(=O)Oc1cccc2cccnc12)c1ccccc1	i	20	-2	7	3.1	1375	i	2	-0.9%	-0.04	1209	i	9.0	·	·	3.0	2.7	8.7
COc1ccccc1CN1CCCCC1c1cccnc1 (configuration not stated)	i	59	-14	-5	·	·	i	-6	-1.0%	-0.5	1286	i	0.5	-19	666	3.8	2.5	4.6
O=C(c1ccc(CS(=O)(=O)c2ccccc2)o1)N1CCC2(CC1)OCCO2	i	52	8	-3	-1.1	942	i	3	0.0%	0.65	1406	i	2.8	-7	736	2.7	1.8	3.7
COc1ccc(C(CNC(=O)c2ccc3c(c2)CCC3)N(C)C)cc1 (configuration not stated)	i	44	·	·	·	·	·	·	-0.1%	·	·	i	5.4	-25	646	·	·	·
O=C(Cc1ccccc1)N1CCN(Cc2c[nH]c3ccccc23)CC1	i	46	-11	4	2.5	1167	i	15	-1.3%	-1.6	1056	i	1.9	·	·	2.2	2.3	13
COc1ccc2nc(NC3=NCCN3)sc2c1	i	41	71	79	1.0	509	i	-2	1.2%	0.08	1237	i	0.5	-18	702	1.5	3.9	2.4
COC(=O)C1CN(C#N)N(c2ccc(Cl)cc2)C12c1ccccc1-c1ccccc12 (configuration not stated)	i	70	74*	-6.5*	·	·	i	90	-0.9%	·	·	?	·	131*	586*	21	5.2	61
CN1C[C@H](CO)C=C2c3cccc4[nH]cc(c34)C[C@H]21	i	39	-1	2	-0.9	1090	i	5	·	2.1	735	i	2.0	2	727	1.9	1.4	4.9
O=c1[nH]c(=O)n(CCC2=CCCCC2)c(O)c1C=NCCN1CCNCC1	i	40	5	22	-1.3	1386	i	16	·	0.37	1243	i	1.8	·	·	3.1	1.6	11
COc1cc2c(cc1OC)C(C(=O)N(C)C1CCCCC1)C1CCCCN1C2=O (configuration not stated)	i	54	7	15	·	·	i	-3	-0.8%	-0.5	1354	i	1.2	0	601	3.8	2.8	9.0
Cc1cc(C)cc(NC(=S)NC2CC3CCCC(C2)N3Cc2cccs2)c1 (configuration not stated)	i	65	-1	1	0.2	1397	i	21	-0.9%	-1.7	886	i	7.4	·	·	3.9	2.0	8.8
C=CCN1C(=O)/C(=C/c2ccc3c(c2)CCCN3CCC)C(=O)NC1=S	i	43	18	15	3.3	1107	i	1	-0.6%	0.68	1385	i	1.6	-2	636	8.3	1.9	7.9
O=C1NC(=O)N(C2CCCCC2)C(=O)C1C1c2ccccc2C(=O)N1Cc1ccccc1 (configuration not stated)	i	47	-8	-9	-6.2	1024	i	4	-0.2%	1.1	1339	i	0.5	·	·	4.3	2.4	1.3
CN1C(=O)C(=Cc2ccccc2Oc2ccc(Cl)c(F)c2)C(=O)N(C)C1=O	i	60	15	3	·	·	i	1	0.1%	·	·	i	0.7	·	·	2.9	1.9	8.2
Cc1ccc(/C=C2\C(=O)NC(=O)N(CCc3ccc(F)cc3)C2=O)o1	i	56	-7	-1	1.0	1041	i	4	-0.2%	-0.62	1354	i	0.6	-1	662	2.8	1.9	3.0
Cc1ccc(N2C(=O)/C(=C/c3ccc(CN(CCC#N)S(C)(=O)=O)o3)C(=O)NC2=S)cc1	i	34	5	-7	·	·	i	6	0.4%	·	·	i	1.0	·	·	3.4	2.0	8.4
Cc1cc(OCC(=O)NCc2ccc(S(N)(=O)=O)cc2)c2c3c(c(=O)oc2c1)CCC3	i	24	·	·	·	·	·	·	1.4%	·	·	i	3.0	3	741	·	·	·
COc1ccc(C)cc1NC1=NCCCS1	i	28	10	-17	0.3	1154	i	4	-0.7%	0.17	1186	i	0.4	16	708	1.4	2.6	1.5
CCCCn1c(O)c(C(C)=NC(Cc2c[nH]c3ccccc23)C(=O)OC)c(=O)[nH]c1=O (configuration not stated)	i	36	9	11	·	·	i	-2	0.8%	0.51	1318	i	1.1	2	681	3.7	2.0	9.8
CCC(=NCCCN(C)C)c1c(O)n(-c2ccc(OC)cc2)c(=O)[nH]c1=O	i	17	5	-3	-2.3	1093	i	-55	-0.3%	-0.29	1857	i	0.8	12	645	5.1	3.0	4.7

No new results follow: entries from further up.
SMILES	T cell modulator	T cell modulator vesicle-bound %	WT yeast gro inh	WT yeast gro inh mutant strain	b-catenin transl	b-catenin transl cell count 5 µM	Autophagy mod	Autophagy mod cell loss 18 h	West Nile antiviral	Ins promoter up	Ins promoter up cell count	Myeloid diff 2	Myeloid diff 2 GFP+ MAC1+ %	Lipid droplet	Lipid droplet cells 6.5 µM	MT stabilize HCS	MT stabilize HCS Hoechst-high %	MT stabilize HCS cytotoxicity %
O=C(Cn1nc(-c2ccccc2)ccc1=O)N1CCC2(CC1)OCCO2	i	21	3	-1	-4.5	575	i	3	0.3%	·	·	i	0.7	4	763	3.7	1.8	7.8
c1ccc(-c2cc(-c3ccccc3)[n+](-c3ccccc3)c(-c3ccccc3)c2)cc1	i	7	·	·	1.3	1159	·	·	1.4%	-4.1	553	i	0.0	-8	711	·	·	·
CCOc1cc2c(cc1OCC)-n1cccc1C(c1ccccc1OC)NC2 (configuration not stated)	i	23	·	·	·	·	·	·	-1.9%	·	·	i	1.2	-8	789	·	·	·
O=C1NC(=O)C(CCc2ccncc2)(C2CCCCC2)C(=O)N1	i	60	-12	-3	-2.5	794	i	11	·	0.3	1077	i	0.9	·	·	5.2	3.1	4.7
O=C(c1cn(Cc2ccccc2)c2ccccc12)N1CCCCC1	i	30	-6	16	5.1	994	i	2	-1.9%	-0.28	1149	i	0.6	-7	698	11	1.4	8.7
Cc1cc(C(=O)Nc2ccccc2)nn1C(C)(C)C	i	34	·	·	1.2	1304	·	·	-0.7%	-0.68	1097	i	0.4	6	848	·	·	·
Clc1ccc(COC(Cn2ccnc2)c2ccc(Cl)cc2Cl)cc1 (configuration not stated)	i	62	83	90	-3.0	550	i	19	-0.5%	·	·	i	2.7	·	·	3.2	2.2	4.4
CN(C(=O)Oc1cccc2cccnc12)c1ccccc1	i	20	-2	7	3.1	1375	i	2	-0.9%	-0.04	1209	i	9.0	·	·	3.0	2.7	8.7

Some of the entries above in another layout:
canonical_smiles | T cell modulator | T cell modulator vesicle-bound % | WT yeast gro inh | WT yeast gro inh mutant strain | b-catenin transl | b-catenin transl cell count 5 µM | Autophagy mod | Autophagy mod cell loss 18 h | West Nile antiviral | Ins promoter up | Ins promoter up cell count | Myeloid diff 2 | Myeloid diff 2 GFP+ MAC1+ % | Lipid droplet | Lipid droplet cells 6.5 µM | MT stabilize HCS | MT stabilize HCS Hoechst-high % | MT stabilize HCS cytotoxicity %
CCOc1cc2c(cc1OCC)-n1cccc1C(c1ccccc1OC)NC2 (configuration not stated) | i | 23 | · | · | · | · | · | · | -1.9% | · | · | i | 1.2 | -8 | 789 | · | · | ·
O=C1NC(=O)C(CCc2ccncc2)(C2CCCCC2)C(=O)N1 | i | 60 | -12 | -3 | -2.5 | 794 | i | 11 | · | 0.3 | 1077 | i | 0.9 | · | · | 5.2 | 3.1 | 4.7

Screening results from PubChem BioAssay.
